# Compound activity deposited in PubChem by The Scripps Research Institute Molecular Screening Center.
# PAD4 inhibition – human PAD4 inhibitors, primary screen, biochemical, fluorescence polarization (AID 463073); recombinant PAD4, RFA probe fluorescence polarization; stronger effect = higher value; inhibition, % at 5 µM; 2,000 tested, 0.5% active;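 active = inhibition above 30%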;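 also: 0% = PAD4 with DMSO and 100% = wells lacking PAD4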
#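 Material – recombinant PAD4 · Amount – PAD4 at 2 µM in dispensed buffer, before additions · Medium – Ca2+-containing HEPES pH 7.6, TCEP · Doses – one dose, 5 µM final · Schedule – 30 min 25 °C preincubation, 5 h 37 °C labeling · Measured by – FP, ex 525 nm, em 598 nm · Benchmarks – wells lacking PAD4 as full-inhibition control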
# Starred values were filed as active, the others as inactive.
SMILES,PAD4 inhibition
CCCCOc1ccc(CC(=O)NO)cc1,4.4
CC[C@]1(O)C[C@@H]2CN(CCc3c([nH]c4ccccc34)[C@@](C(=O)OC)(c3cc4c(cc3OC)N(C)[C@H]3[C@@](O)(C(=O)OC)[C@H](OC(C)=O)[C@]5(CC)C=CCN6CC[C@]43[C@@H]65)C2)C1,0.6
C[C@@H]1C[C@H]2[C@@H]3C[C@H](F)C4=CC(=O)C=C[C@]4(C)[C@@]3(F)[C@@H](O)C[C@]2(C)[C@@]1(O)C(=O)COC(=O)C(C)(C)C,-0.4
NC(N)=NC(=O)Cc1c(Cl)cccc1Cl,2.6

# Sorted by value in PAD4 inhibition (highest first): 3 of the compounds above
SMILES,PAD4 inhibition
CCCCOc1ccc(CC(=O)NO)cc1,4.4
NC(N)=NC(=O)Cc1c(Cl)cccc1Cl,2.6
CC[C@]1(O)C[C@@H]2CN(CCc3c([nH]c4ccccc34)[C@@](C(=O)OC)(c3cc4c(cc3OC)N(C)[C@H]3[C@@](O)(C(=O)OC)[C@H](OC(C)=O)[C@]5(CC)C=CCN6CC[C@]43[C@@H]65)C2)C1,0.6

# A portion of the library; the hit share may differ from the screen's.
